From PubChem
ssDAF-12 act = S. stercoralis DAF-12 nuclear receptor activators, primary screen, cell-based, luminescence, HEK293, GRIP1 co-expression, lit1-tk-luc; HEK293 ssDAF-12/GRIP1 lit1-tk-luc reporter; % of 3 µM dafachronic acid response; activation, % at 6.8 µM; actives 1% (n = 370,000);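 active = activation above the mean over all tested compounds plus 3 SD, cut at about 0.9% in these data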;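 note: 0% = DMSO-only wells and 100% = 3 µM delta7-dafachronic acid wells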
ADAM10 inh = human ADAM10 inhibitors, primary screen, biochemical, QFRET, HTS. Disintegrin and metalloproteinase domain-containing protein 10 (Homo sapiens), O14672. recombinant ADAM10, EDANS/DABCYL FRET peptide cleavage, 3 h. inhibition, % at 7 µM. actives 0.62% (n = 370,000). AID 720582, 2013;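 active = inhibition above a per-campaign cutoff equal to the mean of compounds falling between control-based bounds plus 3 SD, cut at about 20% in these data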;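 note: 0% = DMSO wells while the 100% control is not disclosed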
Target sequence (O14672 214-748 limits assumed): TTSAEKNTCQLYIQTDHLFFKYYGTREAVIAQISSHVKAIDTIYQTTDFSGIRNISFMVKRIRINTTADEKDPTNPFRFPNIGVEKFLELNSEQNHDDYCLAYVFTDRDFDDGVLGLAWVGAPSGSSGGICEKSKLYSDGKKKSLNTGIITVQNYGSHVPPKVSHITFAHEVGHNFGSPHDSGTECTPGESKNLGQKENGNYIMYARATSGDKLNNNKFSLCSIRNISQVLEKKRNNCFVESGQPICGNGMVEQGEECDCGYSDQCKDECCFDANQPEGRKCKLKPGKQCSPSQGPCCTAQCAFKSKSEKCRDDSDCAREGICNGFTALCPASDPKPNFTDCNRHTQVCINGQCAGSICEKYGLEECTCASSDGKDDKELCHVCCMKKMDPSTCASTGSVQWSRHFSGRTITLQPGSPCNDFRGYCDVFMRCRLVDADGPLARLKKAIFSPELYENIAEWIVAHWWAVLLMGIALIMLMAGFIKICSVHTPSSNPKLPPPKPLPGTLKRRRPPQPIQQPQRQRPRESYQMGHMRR
DAX1 inh-1 = DAX1 (NR0B1) inhibitors on StAR promoter, primary screen, cell-based, luminescence, SF-1 (NR5A1), full-length DAX-1. actives 1.1% (n = 370,000). AID 652010, 2013. inhibition, % at 6.8 µM. HEK293T StAR-luciferase reporter, SF-1/DAX-1 repression relief;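 active = inhibition above the mean over all tested compounds plus 3 SD, cut at about 3.6% in these data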;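 note: 0% = DAX-1 cells with DMSO and 100% = cells lacking DAX-1 with DMSO; higher inhibition means more luminescence from relief of DAX-1 repression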
hgDAF-12 ag = H. glycines DAF-12 receptor agonists, primary screen, cell-based, luminescence, HEK293, GAL4 fusion, UAS-luciferase; HEK293 GAL4-hgDAF12 UAS-luciferase reporter, agonist luminescence; normalized to butyrate control; activation, % at 6.8 µM; actives 1.8% (n = 370,000);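 active = activation above a cutoff set at the mean of all screened compounds plus 3 SD, cut at about 10% in these data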;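 note: 0% = DMSO wells and 100% = sodium butyrate wells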
ADAM17 inh = ADAM17 inhibitors, primary screen, biochemical, QFRET | Disintegrin and metalloproteinase domain-containing protein 17 (Homo sapiens), P78536 | recombinant ADAM17, EDANS/DABCYL FRET peptide cleavage | inhibition, % at 6.95 µM | actives 0.83% (n = 370,000);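 active = inhibition above the mean of compounds lying between control limits plus 3 SD, set per campaign, cut at about 8.5% in these data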;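 note: 0% = DMSO-only wells as the low control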
GAA850 FXN act = FXN promoter activators, primary screen, cell-based, luciferase luminescence, HEK293 lucGAA850; activation, % at 6 µM; HEK293 lucGAA850 FXN promoter luciferase reporter, 24 h; percent of 10 µM SAHA response; AID 540364, 2011; actives 0.56% (n = 360,000);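 active = activation above the average of all compounds screened plus 3 SD, cutoff fixed separately per campaign, cut at about 7.5% in these data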;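 note: 0% = DMSO wells and 100% = 10 µM SAHA wells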
hcDAF-12 act = H. contortus DAF-12 nuclear receptor activators, primary screen, cell-based, luminescence, HEK293, lit1-tk-luc reporter; HEK293 hcDAF-12 lit1-tk-luc reporter; 0% DMSO, 100% Δ7-dafachronic acid; AID 652067, 2013; activation, % at 6.8 µM; actives 1.4% (n = 370,000);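 active = activation above the mean of all tested compounds plus 3 SD, cut at about 5.5% in these data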;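 note: 100% = response to 3 µM Δ7-dafachronic acid high control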
PLC-beta3 inh = human PLC-beta3 inhibitors, primary screen, biochemical, fluorescence; AID 720704, 2013; actives 0.18% (n = 370,000); Purified PLC-beta3, fluorogenic substrate; inhibition, % at 12.2 µM; in the data active = inhibition above about 11%;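 note: 0% = median of compound wells on plate and 100% = full blocker control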
sPLA2-III inh = human group III sPLA2 inhibitors, primary screen, biochemical, QFRET, BODIPY PC-A2 liposome substrate. AID 743126, 2013. actives 0.56% (n = 370,000). Group 3 secretory phospholipase A2 (Homo sapiens), Q9NZ20. QFRET BODIPY PC-A2 liposome hydrolysis, fluorescence. inhibition, % at 12.2 µM;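 active = inhibition above mean plus 3 SD of compounds lying within the high and low control bounds, cut at about 19% in these data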;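 note: 0% = median of test compound wells and 100% = no enzyme DMSO wells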
Target sequence (Q9NZ20 whole entry, looked up): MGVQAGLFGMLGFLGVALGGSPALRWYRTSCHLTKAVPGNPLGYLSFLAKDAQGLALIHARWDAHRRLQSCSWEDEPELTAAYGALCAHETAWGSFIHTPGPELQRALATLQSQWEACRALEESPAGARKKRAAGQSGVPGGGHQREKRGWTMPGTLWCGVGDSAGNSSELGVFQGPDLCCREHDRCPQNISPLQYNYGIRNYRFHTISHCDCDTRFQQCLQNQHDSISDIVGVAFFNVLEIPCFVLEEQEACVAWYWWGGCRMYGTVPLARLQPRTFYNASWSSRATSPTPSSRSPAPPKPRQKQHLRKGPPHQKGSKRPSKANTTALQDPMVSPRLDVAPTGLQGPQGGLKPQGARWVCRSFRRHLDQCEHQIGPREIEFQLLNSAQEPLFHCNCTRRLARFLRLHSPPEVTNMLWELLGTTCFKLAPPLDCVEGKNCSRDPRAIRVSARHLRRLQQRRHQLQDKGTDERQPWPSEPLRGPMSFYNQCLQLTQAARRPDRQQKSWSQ
PLCg1 inh = PLC-gamma1 enzyme inhibitors, primary screen, biochemical, fluorescence, purified enzyme. fluorogenic substrate. AID 720700, 2013. inhibition, % at 12.2 µM. 1-phosphatidylinositol 4,5-bisphosphate phosphodiesterase gamma-1 (Homo sapiens), P19174. actives 0.84% (n = 370,000); in the data active = inhibition above about 9.5%
DAX1 inh-2 = DAX1 (NR0B1) inhibitors, primary screen, cell-based, HEK293, Gal4-DAX1, luciferase luminescence. actives 0.99% (n = 340,000). Nuclear receptor subfamily 0 group B member 1 (Homo sapiens), P51843. inhibition, % at 6.75 µM. HEK293 Gal4-DAX1 luciferase reporter. AID 504766, 2011;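 active = inhibition above the mean over all tested compounds plus 3 SD, cut at about 4.2% in these data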;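 note: 0% = DAX1-transfected cells with DMSO and 100% = empty-vector control cells with DMSO; inhibition shows as a rise in luminescence from relieved DAX1 repression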
* = called active by the depositor; i = inactive; nt = not tested or not shown.

Values run as follows: ssDAF-12 act, ADAM10 inh, DAX1 inh-1, hgDAF-12 ag, ADAM17 inh, GAA850 FXN act, hcDAF-12 act, PLC-beta3 inh, sPLA2-III inh, PLCg1 inh, DAX1 inh-2
- CC(=O)c1ccc(OC(NC(=O)c2ccco2)C(Cl)(Cl)Cl)cc1 (centres undefined)
    -0.5, 1, -0.2, -0.7, 1, -1.4, -1.9, 4, -1, 7, 0.5
- CCCCCCC(=O)N/N=C/c1c(O)n(C2CC2)c(=S)[nH]c1=O
    -1.9, 0, 0.3, 4.2, 5, 2.4, 1.7, -6, 3, -1, 2.1
- CN1CC=C(c2c[nH]c3ccccc23)CC1
    0.2, -15, 0.7, 4.8, -6, -1.0, 3.5, -7, 4, -6, 0.2
- CN1CCN(c2cc(N3CCCCCC3)c(F)cc2[N+](=O)[O-])CC1
    -1.4, 19, -1.8, -3.5, 9, 1.7, -3.2, 7, -35, 7, -1.4
- Cc1ccccc1CCC[C@@H](CC1CCCCC1)CN(C)C(=O)Oc1ccccc1
    -1.1, 1, -0.9, 0.9, 0, nt, 4.9, 2, -2, 0, nt
- COc1cc(/C=C/c2nc3ccccc3c(=O)n2-c2cccc(O)c2)ccc1O
    -1.8, -35, -2.1, -5.8, -15, 3.4, -1.1, i, -53, -476, -1.6
- CN1CCN(c2cc(N3CCCC3)c([N+](=O)[O-])cc2F)CC1
    -0.6, -2, -1.1, -0.2, -4, -1.9, -0.5, 0, 6, -1, 0.0
- Oc1ccccc1CN(CCc1ccccc1)Cc1ccccc1
    -1.2, -1, 0.4, 0.5, 0, 1.1, 0.5, -6, -3, -46, 2.4
- CCN(CC)CCN=Cc1c(O)n(CCc2ccccc2)c(=O)[nH]c1=O
    -0.9, 1, -0.3, 1.3, -5, -1.1, -0.8, -3, -6, -1, -0.3
- C=CCn1c(O)c(C(C)=NC2CCN(Cc3ccccc3)CC2)c(=O)[nH]c1=O
    -1.6, 2, 0.2, 2.5, -3, -0.2, -1.1, -5, -2, 0, nt
- COc1ccc(Cn2c(N)c(C(=O)NCc3ccco3)c3nc4ccccc4nc32)cc1OC
    -0.9, -444, -1.1, -4.9, -178, 0.3, -2.3, i, -25, -485, 0.6
- CCOP(=O)(Cc1ccc(C(=O)CC)o1)OCC
    -1.6, 3, -0.1, 0.2, 0, -0.5, -1.3, -6, -3, -1, 2.5
- C[C@]12CCC3C(CC[C@H]4C[C@@H](O)CC[C@]34C)C1CC[C@@H]2OC(=O)[C@H](N)CCCCN (some centres undefined)
    -1.4, -4, 0.4, -1.3, 0, 1.6, 1.6, -5, 1, -1, -0.1
- CC(=NC1CCN(Cc2ccccc2)CC1)c1c(O)n(C)c(=O)n(C)c1=O
    -0.7, -20, -0.5, 2.5, -8, 0.8, -1.3, 2, 7, 2, 0.6
- CC(C)CCN1CCN(Cc2c(F)cccc2Cl)CC1CCO (centres undefined)
    -1.4, -2, 0.1, 6.1, -2, -0.1, -0.8, 1, -3, 0, -0.5
- C=CCOC(=O)N1Cc2ccccc2-n2nncc2C1
    -0.9, -17, 0.4, -0.7, -3, 0.0, -0.3, -2, 11, 1, -0.8
- COc1cc(OC)c(OC)cc1/C=C1\C(=O)NC(=O)N(Cc2ccccc2)C1=O
    -2.1, -27, 0.4, 1.0, -12, -0.8, -0.8, -22, -5, -16, -1.4
- c1ccc(CN2CCN(Cc3ccc4c(c3)OCCO4)CC2)cc1
    -0.1, 2, 0.0, -0.3, -4, -0.3, 1.4, 0, 6, 1, -0.5
- O=C(CN1CCOCC1)Nc1ccc(Br)cc1C(=O)c1ccccc1
    -1.4, 7, 0.1, 2.8, -7, 0.3, -1.0, 1, 5, 1, 0.2
- CCN(CC)CCO
    -0.9, -15, -0.5, 3.6, -1, -2.5, -0.1, -6, 2, -5, 0.6
- OC(c1ccncc1)(c1ccc(F)cc1)c1ccc(F)cc1
    -0.9, -10, -0.4, -2.4, -2, 1.3, -0.9, -5, 13, 0, -0.3
- Cc1cc(C(=O)OCC(=O)Nc2cccc(F)c2)c(C)n1C1CC1
    -1.2, -8, 1.4, 0.4, -6, -0.1, -2.7, -12, -1, -7, 0.6
- COc1ccc(NP2(=O)NCCCN2)cc1
    -0.9, -10, 0.6, 1.3, -4, 0.5, -1.2, -1, 0, -2, -0.5
- COc1ccccc1[As](=O)(O)CC(O)COc1ccc(Cl)cc1Cl (centres undefined)
    -1.4, 2, -0.1, -0.5, 3, nt, 1.6, -3, 1, -2, nt
- COc1ccc(-c2nc3ccccc3c(=O)n2-c2nccs2)cc1
    -1.5, -23, -0.6, -0.8, 1, -0.1, 0.4, -12, -6, 3, -0.8
- COC(=O)C1=C(c2ccc(OCc3ccccc3)cc2)C[C@@H]2CC[C@H]1N2C(=O)NCc1cccc(C(F)(F)F)c1
    -1.6, 13, -0.6, 1.6, 0, -11, -2.5, 1, -4, 1, -0.3
- COC(=O)C1CC(OC(C)=O)C(=O)[C@H]2C1(C)CC[C@H]1C(=O)OC(c3ccoc3)CC12C (some centres undefined)
    -0.7, -6, 0.8, 2.1, 2, nt, 0.6, 1, 0, 2, nt
- O=c1c2ccccc2nc(-c2ccco2)n1-c1nccs1
    -1.2, 4, -1.2, -0.3, 0, -1.8, 1.1, -7, 0, -6, -0.6
- c1ccc(-c2nc3ccccc3nc2-c2ccc(CN3CCC(n4nnc5ccccc54)CC3)cc2)cc1
    -1.9, -92, -3.6, -1.4, -22, nt, -2.4, -63, -3, -43, nt
- Oc1ccc2ccccc2c1CN1CC=C(c2ccccc2)CC1
    -0.7, -11, 1.0, 0.5, 0, 0.3, 0.5, 6, 11, 0, 5.2*

The closing four compounds of the part above open the next one.
Values run as follows: ssDAF-12 act, ADAM10 inh, DAX1 inh-1, hgDAF-12 ag, ADAM17 inh, GAA850 FXN act, hcDAF-12 act, PLC-beta3 inh, sPLA2-III inh, PLCg1 inh, DAX1 inh-2
- COC(=O)C1CC(OC(C)=O)C(=O)[C@H]2C1(C)CC[C@H]1C(=O)OC(c3ccoc3)CC12C (some centres undefined)
    -0.7, -6, 0.8, 2.1, 2, nt, 0.6, 1, 0, 2, nt
- O=c1c2ccccc2nc(-c2ccco2)n1-c1nccs1
    -1.2, 4, -1.2, -0.3, 0, -1.8, 1.1, -7, 0, -6, -0.6
- c1ccc(-c2nc3ccccc3nc2-c2ccc(CN3CCC(n4nnc5ccccc54)CC3)cc2)cc1
    -1.9, -92, -3.6, -1.4, -22, nt, -2.4, -63, -3, -43, nt
- Oc1ccc2ccccc2c1CN1CC=C(c2ccccc2)CC1
    -0.7, -11, 1.0, 0.5, 0, 0.3, 0.5, 6, 11, 0, 5.2*
- Cc1ccccc1NC(=S)NC(NC(=O)CF)C(Cl)(Cl)Cl (centres undefined)
    -0.7, 5, -0.5, -4.8, 1, 3.4, 0.8, 5, 6, 2, 5.6*
- COc1ccc(NC(c2ccccc2F)P(=O)(Oc2ccccc2)Oc2ccccc2)cc1 (centres undefined)
    0.5, 7, -0.3, 0.8, 0, 2.5, 1.1, 2, -6, 2, 1.2
- c1ccc(C2CN3CCC2CC3)cc1 (centres undefined)
    -0.9, 2, 1.0, 0.0, -1, 0.3, -0.2, -3, -3, 1, nt
- Cc1cccc(N2C(=O)NC(=O)/C(=C\c3cnn(-c4ccccc4)c3)C2=O)c1
    -0.2, -8, 1.2, 2.0, -1, 2.0, 2.6, -10, 1, -7, 0.4
- N#Cc1c(/N=C/c2c(O)n(Cc3ccco3)c(=O)[nH]c2=O)sc2c1CCCC2
    -1.1, 3, -0.2, -0.1, -3, -0.6, 2.6, -13, 1, -9, -1.0
- COc1ccc(CC(C)NCCC(c2ccccc2)c2ccccc2)cc1 (centres undefined)
    -1.1, 9, -0.5, -2.5, -4, -3.0, 0.2, -2, 6, 4, -0.2
- N#Cc1ccccc1Cn1cc(C(=O)c2cccs2)c2ccccc21
    -0.9, 10, 0.4, -2.5, 6, 4.9, 0.0, 4, 7, 8, -0.9
- CC1=C(C)CC2(CC1)C(=O)NC(=O)NC2=O
    -1.3, -7, 0.1, 1.9, -4, 0.1, -0.3, 0, 0, 0, 1.7
- COC(=O)C1=C(c2c(C)noc2C)C[C@@H]2CC[C@H]1N2C(=O)NCCOc1ccc(OC)cc1
    -0.9, 8, -0.1, 0.3, 3, 0.9, -2.3, 4, 0, 5, 0.2
- CC(Cc1ccccc1)NC(=O)/C=C/c1ccc(Cl)cc1 (centres undefined)
    -1.4, 7, -0.1, 3.1, 2, 3.6, -1.0, -1, -3, -2, -0.6

A section of the results above, as a working copy:
Values run as follows: ssDAF-12 act, ADAM10 inh, DAX1 inh-1, hgDAF-12 ag, ADAM17 inh, GAA850 FXN act, hcDAF-12 act, PLC-beta3 inh, sPLA2-III inh, PLCg1 inh, DAX1 inh-2
- COc1ccc(NC(c2ccccc2F)P(=O)(Oc2ccccc2)Oc2ccccc2)cc1 (centres undefined)
    0.5, 7, -0.3, 0.8, 0, 2.5, 1.1, 2, -6, 2, 1.2
- c1ccc(C2CN3CCC2CC3)cc1 (centres undefined)
    -0.9, 2, 1.0, 0.0, -1, 0.3, -0.2, -3, -3, 1, nt

Continuation:
Values run as follows: ssDAF-12 act, ADAM10 inh, DAX1 inh-1, hgDAF-12 ag, ADAM17 inh, GAA850 FXN act, hcDAF-12 act, PLC-beta3 inh, sPLA2-III inh, PLCg1 inh, DAX1 inh-2
- Cc1c2cnn(CC(=O)N3CCC4(CC3)OCCO4)c(=O)c2c(C)n1Cc1ccccc1Cl
    -1.1, 2, 0.7, 2.2, -3, 0.7, -1.6, -8, 4, -2, 0.4
- COc1ccc(Oc2c(C)oc3cc(OC(=O)N(C)C)ccc3c2=O)cc1
    -0.8, -3, -0.2, -3.6, -13, -1.6, -1.3, -14, 11, -8, -1.7
- CC1=C(C(=O)Nc2ccccc2)S(=O)(=O)CCO1
    -1.0, -8, -0.7, -1.6, -4, -3.5, 0.6, -5, 13, -3, 2.9
- CCOC(=O)C1C2c3ccccc3O[C@@]1(C)N=C1SCC(=O)N12 (some centres undefined)
    0.3, 4, 0.2, 0.5, -2, 1.2, -0.1, 4, -8, 0, 0.4

An excerpt; the hit share may differ from the screen's.
